# aGlu spleen mod: qHTS Assay for Inhibitors and Activators of Human alpha-Glucosidase From Spleen Homogenate | Lysosomal alpha-glucosidase (Homo sapiens), P10253 | human spleen homogenate, 4-MU-alpha-glucoside fluorescence | hit rate 0.006% among 240,000 | Potency, µM (series often up to 79.9 µM), without a hit: at the highest dose activity change, negative = inhibition, actives largely listed as inhibitors;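 also: 0% = enzyme with vehicle and -100% = no enzyme basal signal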
#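 Human spleen homogenate (1 ug) incubated with compounds and 1 mM 4-methylumbelliferyl-alpha-D-glucopyranoside in pH 5.0 citrate/phosphate buffer, 37 C, 40 min. Stopped at pH 10; 4-MU fluorescence (Ex 365/Em 440 nm); AC50 by Hill fit.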
# GAA glycogen: qHTS Assay for Inhibitors and Activators of Human alpha-Glucosidase Cleavage of Glycogen; Lysosomal alpha-glucosidase (Homo sapiens), P10253; recombinant GAA, glycogen substrate, Amplex Red glucose oxidase fluorescence; Potency, µM (series often up to 76.4 µM), for the others: at the top dose activity change, negative = inhibition, hits mostly inhibitors; hit rate 0.38% among 300,000; AID 2100, 2009;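 also: 0% = full enzyme reaction and -100% = no-enzyme basal signal; the screen sought inhibitors and activators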
#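 Recombinant human alpha-glucosidase (4 nM final) hydrolysed bovine liver glycogen (30 ug) for 40 min at 37 C in pH 5.0 citrate/phosphate with 0.01% Tween-20. Released glucose detected by glucose oxidase/Amplex Red, Ex 573/Em 610 nm. Compounds up to 77 uM; AC50 from Hill fits.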
# SMN2 splice up: qHTS Assay for Enhancers of SMN2 Splice Variant Expression; Potency, µM (top dose mostly 46.1 µM), inactives show top-dose activity change, positive = activation, most hits filed as activators; hit rate 2.8% among 210,000; HEK293 SMN2-luciferase splicing reporter, luminescence, 30-36 h; also: % of control where 0% means no effect; nearly all actives have a fitted effect of over 55% in size
#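 HEK293 cells carry an SMN2 […]–luciferase reporter in which exon 7 inclusion puts luciferase in frame. Cells were plated 10-12 h before compound addition, then incubated 30-36 h at 37C. ONE-Glo luminescence was read; sodium butyrate at 4.5 mM final served as control.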
# GAA inh: qHTS Assay for Inhibitors of Human alpha-Glucosidase as a Potential Chaperone Treatment of Pompe Disease; Lysosomal alpha-glucosidase (Homo sapiens), P10253; hit rate 0.005% among 200,000; purified human GAA, 4-MU-alpha-glucoside fluorescence; Potency, µM (series often up to 76.9 µM), for inactives: at the top dose activity change, negative = inhibition, actives largely listed as inhibitors;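 also: plate controls were uninhibited enzyme wells for no effect and no-enzyme background for full effect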
#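 Human alpha-glucosidase, 4 nM, pre-mixed with test compounds before 400 uM 4-methylumbelliferyl substrate; 20 min room temperature at pH 5.0. Fluorescence read after pH 10 stop; AC50 values from Hill-equation fits.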
# aGal spleen mod: qHTS Assay for Inhibitors and Activators of Human alpha-Galactosidase From Spleen Homogenate; Alpha-galactosidase A (Homo sapiens), P06280; human spleen homogenate, 4MU-alpha-Gal fluorescence, 40 min; Potency, µM (top dose mostly 80 µM), for inactives: top-dose activity change, negative = inhibition, most hits filed as inhibitors; hit rate 0.008% among 240,000; AID 2107, 2009;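 also: 0% = enzyme with vehicle and -100% = no enzyme basal signal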
# Target sequence (P06280 32-429 limits assumed): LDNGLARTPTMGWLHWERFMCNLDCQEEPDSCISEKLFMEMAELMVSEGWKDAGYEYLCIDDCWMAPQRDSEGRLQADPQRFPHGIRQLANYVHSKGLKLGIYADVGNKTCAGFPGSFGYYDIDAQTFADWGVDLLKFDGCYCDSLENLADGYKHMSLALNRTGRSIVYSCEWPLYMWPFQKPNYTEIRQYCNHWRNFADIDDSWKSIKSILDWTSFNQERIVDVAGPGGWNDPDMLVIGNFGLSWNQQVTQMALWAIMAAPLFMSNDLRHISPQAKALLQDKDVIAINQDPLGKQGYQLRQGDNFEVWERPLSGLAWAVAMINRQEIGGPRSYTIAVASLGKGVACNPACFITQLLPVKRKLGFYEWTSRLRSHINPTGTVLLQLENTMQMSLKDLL
#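 Inhibition or activation of alpha-galactosidase in human spleen homogenate is scored by 4-MU fluorescence after 40 min at 37C, pH 5.0, with 1 mM substrate. AC50s come from concentration-response fitted to the Hill equation.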
# KDM4E inh: qHTS Assay for Inhibitors of Human Jumonji Domain Containing 2E (JMJD2E); JMJD2E catalytic domain, FDH-coupled NADH fluorescence (FDH is formaldehyde dehydrogenase); AID 2147, 2009; Potency, µM (series often up to 57.1 µM), without a hit: at the highest dose activity change, negative = inhibition, hits mostly inhibitors; Lysine-specific demethylase 4E (Homo sapiens), B2RXH2; hit rate 1.6% among 230,000; active = well fitted inhibition curve with a large enough effect, not every such curve was filed as active; inconclusive = small, poorly fitted or top-dose-only effect, or another doubt; inactive = no such curve, though single readings can be large or run the other way;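 also: 0% = wells with enzyme and -100% = buffer wells without enzyme; nearly all actives have a fitted effect of over 50% in size; many of its hits are not listed in these tables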
# Target sequence (B2RXH2 1-337 limits assumed): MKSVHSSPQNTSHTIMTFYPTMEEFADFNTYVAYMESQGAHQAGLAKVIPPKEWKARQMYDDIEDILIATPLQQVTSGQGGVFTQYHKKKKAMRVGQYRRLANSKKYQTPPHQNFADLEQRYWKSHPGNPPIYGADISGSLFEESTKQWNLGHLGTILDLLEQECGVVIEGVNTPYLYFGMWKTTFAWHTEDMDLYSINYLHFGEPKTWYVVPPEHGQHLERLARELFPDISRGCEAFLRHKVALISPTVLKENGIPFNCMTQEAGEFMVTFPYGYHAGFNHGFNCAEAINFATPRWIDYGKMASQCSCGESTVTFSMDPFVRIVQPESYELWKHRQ
# GoLoco inh red: qHTS Assay for Inhibitors of RGS12 GoLoco Motif Activity (Red Fluorophore); Guanine nucleotide-binding protein G(i) subunit alpha-1 (Homo sapiens), P63096; Gai1:RGS12 GoLoco peptide FP, rhodamine, 10 min; Potency, µM (top dose mostly 61.6 µM), without a hit: top-dose activity, negative = inhibition, actives largely listed as inhibitors; hit rate 0.44% among 230,000; active = well fitted inhibition curve with a large enough effect, not every such curve was filed as active; inactive = no such curve, though single readings can be large or run the other way; also: % is scaled to controls: 0 for no effect and ±100 for the full control effect; nearly all actives have a fitted effect of over 30% in size; many of its hits are not listed in these tables
# Target sequence (P63096 whole entry, looked up): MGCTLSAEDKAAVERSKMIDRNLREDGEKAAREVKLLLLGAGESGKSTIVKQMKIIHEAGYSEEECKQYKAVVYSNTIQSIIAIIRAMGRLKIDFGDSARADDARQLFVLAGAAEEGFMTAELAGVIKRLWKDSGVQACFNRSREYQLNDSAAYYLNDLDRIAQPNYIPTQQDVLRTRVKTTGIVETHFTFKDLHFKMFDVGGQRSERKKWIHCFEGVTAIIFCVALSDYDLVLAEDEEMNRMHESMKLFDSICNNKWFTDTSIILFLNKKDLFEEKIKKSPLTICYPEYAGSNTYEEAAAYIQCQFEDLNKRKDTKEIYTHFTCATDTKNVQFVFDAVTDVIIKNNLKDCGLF
# ALDH1A1 block: qHTS Assay for Inhibitors of Aldehyde Dehydrogenase 1 (ALDH1A1); Aldehyde dehydrogenase 1A1 (Homo sapiens), P00352; Purified ALDH1A1, NADH fluorescence, propionaldehyde substrate; Potency, µM (series often up to 75.3 µM), inactives show at the highest dose activity, negative = inhibition, usual class: inhibitors; hit rate 7.3% among 220,000; active = well fitted inhibition curve with a large enough effect, not every such curve was filed as active; inconclusive = small, poorly fitted or top-dose-only effect, or another doubt; inactive = no such curve, though single readings can be large or run the other way;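 also: plate controls were no enzyme wells and a reference inhibitor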
# Numbers without * were called inactive; ? = inconclusive; / = no result given; [ ] = dose if it differs, or a comment. Unless noted, calls follow the shape of the dose curve; as a rule, active = well fitted curve in the direction sought with a large enough effect; inconclusive = small, poorly fitted or top-dose-only effect, or another doubt; inactive = no such curve, though single readings can be large; an effect the other way counts as inactive or inconclusive. Potency is read from the fitted curve at half-maximal effect. Some of the compounds tested; rates above refer to the full screens.
GAA inh	GAA glycogen	aGal spleen mod	ALDH1A1 block	GoLoco inh red	SMN2 splice up	aGlu spleen mod	KDM4E inh	smiles
?	2.4%	6.0%	-19.2%	7.0%	10.7%	5.4%	-1.6%	O=S(=O)(c1ccc(Br)cc1)N1CCN(c2ccc3nnc(-c4ccccc4)n3n2)CC1
/	/	-5.9%	11.2µM*	4.6%	/	-2.0%	-21.8%	CN1Cc2c(C(=O)OC(C)(C)C)ncn2-c2ccsc2C1=O
-7.8%	-17.9%	-6.9%	14.1µM*	1.0%	-13.3%	-7.4%	-5.7%	COc1ccc(N=N/C(=C\O)C(=O)c2cccs2)cc1
/	/	19.7%	?	-3.5%	-48.3%[inhibitor]	21.6%	/	COCCn1c(=O)c(-c2cccc(C#N)c2)nc2cnc(N3CCNCC3)nc21
-1.2%	-18.0%	3.3%	?	-4.7%	-50.6%[inhibitor]	2.8%	-2.9%	CCn1c(COc2ccccc2)nnc1SCC(=O)C(C)(C)C
8.0%	0.9%	2.1%	3.3%	8.4%	8.5%	-1.8%	-2.0%	COc1cc(NC(=O)C(=O)NNC(=O)C2CCCCC2)c(OC)cc1Cl
3.5%	-16.4%	10.5%	2.8%	-10.0%	-0.7%	4.9%	2.3%	COc1ccccc1OCC(=O)NN1Cc2ccccc2C1=N
4.3%	17.3%	14.5%	-11.3%	13.7%	-12.3%	2.9%	?	Fc1ccc(-c2nnc(CSc3nnc(-c4ccc5c(c4)OCO5)o3)o2)cc1
-7.5%	-6.2%	12.1%	1.3%	5.4%	/	-4.2%	1.6%	CCCc1[nH]nc2c1C(c1ccc(OCCN3CCOCC3)c(OCC)c1)C(C#N)=C(N)O2 (stereo unspecified)
-2.8%[15.4 µM]	-6.6%	1.5%	5.6%	18.3%	9.2%	5.8%	?	COc1ccc(CCC(C)Nc2ccc(F)cc2)cc1 (stereo unspecified)
7.5%	-0.9%	6.5%	1.6%	-4.3%	7.0%	4.6%	11.6%	CN(C)c1ccc(C(=O)/C=C/c2ccc(Br)cc2)cc1
2.3%	8.4%	?	-3.9%	8.9%	6.2%	-4.8%	8.8%	O=C(O)C1CC(=O)N(c2ccc(OCc3ccccc3Cl)cc2)C1 (stereo unspecified)
-4.2%	6.0%	3.1%	11.2%	-3.5%	0.2%	-1.0%	2.5%	CCc1cccc(NC(=O)CN2C(=O)NC3(CCCCCCC3)C2=O)c1
?	-9.3%	-2.5%	?	-12.2%	-8.8%	-3.0%	-17.1%	Cc1cccn2c(=O)c3cc(C(=O)NCc4ccco4)c(=N)n(CCOCCO)c3nc12
5.5%	-10.0%	4.9%	5.6%	4.6%	/	-5.7%	20.8%	CCn1ccc(C(=O)Nc2ccccc2Cl)n1
5.1%	0.0%	6.9%	?	18.8%	-0.1%	1.3%	2.1%	Cc1nn(-c2ccc(Cl)cc2)c2sc(C(=O)c3c(N)n(C)c(=O)n(C)c3=O)cc12
0.6%	6.9%	-2.6%	-5.0%	-8.1%	8.1%	-1.1%	-1.0%	O=C(CN1C(=O)C2CC=CCC2C1=O)NCC(=O)Nc1ccc(F)c(F)c1F (stereo unspecified)
14.9%	-1.8%	0.2%	28.2µM*	10.4%	/	4.4%	11.4%	COc1ccc(Cl)cc1NC(=S)NNC(=O)C1(C)CC1(Cl)Cl (stereo unspecified)
7.2%	-4.1%	-1.6%	-2.8%	-6.9%	10.8%	1.2%	-3.6%	C=CCO/N=C(\C)c1c(O)c(C)c(-c2ccccc2)n(-c2ccccc2)c1=O
-9.9%	-2.4%	4.0%	9.0%	1.1%	-2.6%	-13.0%	0.2%	Cc1ccc2c(c1)NC(=O)C(N1CCOCC1)(C(F)(F)F)O2 (stereo unspecified)
/	-2.1%	15.6%	/	2.9%	/	6.8%	?	CCNc1ccccc1C(=O)O
-10.6%	-3.3%	0.0%	-9.6%	7.1%	-29.0%	-7.8%	?	COc1ccc(CCNC(=O)CCSc2nc(-c3ccco3)cc(C(F)(F)F)n2)cc1OC
-0.3%	-8.8%	14.5%	6.7%	-4.8%	-16.0%	9.4%	-4.7%	COC(=O)Nc1nc(-c2cc(Cl)ccc2Cl)cs1
-0.9%	-4.4%	-0.9%	4.2%	1.8%	-8.3%	-1.6%	3.6%	O=C(CCNS(=O)(=O)c1ccc(Br)s1)NCc1ccc(F)cc1
-3.3%	-2.0%	7.4%	10.3%	1.6%	14.7%	-7.1%	?	O=C(COC(=O)c1ccc[nH]c1=O)NCCc1ccc(F)cc1
-2.2%	13.8%	-16.7%	7.8%	2.5%	7.8%	0.5%	-6.8%	O=C(/C=C/c1c(Cl)cccc1Cl)NCc1ccco1
-7.4%	0.6%	3.0%	12.3%	-2.9%	2.0%	/	6.9%	O=C(Nc1ccccc1F)NC1CC1
4.1%	-2.1%	8.2%	2.8%	12.3%	0.7%	2.2%	-12.6%	O=C(CCCCCCCC(=O)c1ccccc1)c1ccccc1
0.7%	3.8%	-7.2%	7.7%	-0.8%	-13.7%	-26.0%	-2.8%	COc1ccc(C)cc1NC(=O)c1ccoc1C
-2.8%	14.8%	-8.2%	9.1%	16.4%	-14.1%	-1.4%	-10.4%	O=C(COc1ncnc2sccc12)NC1CCCc2ccccc21 (stereo unspecified)
3.1%	15.3%	-4.7%	-5.2%	/	/	2.5%	-5.3%	O=C(CN1C2=NCCN2c2ccccc21)c1ccc2c(c1)OCO2
-0.6%	6.5%	19.4%	5.6%	6.2%	-7.1%	6.7%	-2.5%	O=C(c1cc2nc(-c3ccc(F)cc3)cc(C(F)(F)F)n2n1)N1CCCC1
-5.0%	7.2%	-8.5%	-15.4%	0.6%	-20.3%	-6.3%	-8.5%	Cc1ccc(NC(=O)COC(=O)C(CC(C)C)N2C(=O)C3CC=CCC3C2=O)c(C)c1 (stereo unspecified)
/	4.8%	-3.6%	/	11.7%	/	-4.4%	0.4%	COc1ccc(Cc2nnc(N/N=C(\C)c3ccccc3)[nH]c2=O)cc1OC
-28.7%	-5.0%	-11.9%	-1.0%	/	/	-0.3%	0.1%	CCOc1ccc(N=C(NC#N)SC)cc1
4.1%	-7.1%	4.8%	?	10.1%	/	-0.4%	1.0%	CC(=O)Nc1ccc(S(=O)(=O)Nc2nccc(/C=C/c3ccccc3F)n2)cc1
?	-4.0%	7.1%	6.0%	-0.6%	-4.3%	-8.1%	-32.7%	O=C(COC(=O)C1(c2ccccc2F)CCCC1)NCc1cccs1
-2.6%[15.4 µM]	4.4%	-19.5%	-1.1%	-11.2%	11.1%	-5.6%	12.8%	CC12CN3CC(C)(CN(C1)C3c1ccc(Cl)cc1Cl)C2=O (stereo unspecified)
/	/	-1.8%	?	13.4%	/	-9.1%	/	COCCn1c(=O)c(CCc2ccccc2)nc2cncnc21
-9.3%	-2.8%	-6.5%	9.2%	3.1%	7.7%	-0.6%	-11.3%	Cc1ccc(S(=O)(=O)N2CCOCC2)cc1NC(=O)COC(=O)c1ccc2c(c1)OCO2
3.0%	22.6%	0.9%	?	4.3%	-3.9%	1.7%	-19.1%	CCOC(=O)c1c(C)[nH]c(C(=O)COC(=O)/C=C/c2ccc(OCC#N)c(OC)c2)c1C
5.3%	8.5%	4.4%	-16.1%	11.5%	-0.1%	2.1%	3.9%	C=CCn1c(SCc2cccc3ccccc23)nnc1-c1cccnc1
/	/	4.1%	-13.0%	1.6%	9.4%	9.9%	?	C=CC(C1=CC(=O)C=CC1=O)c1ccccc1 (stereo unspecified)
-7.3%	-11.4%	3.3%	?	7.8%	-2.2%	-3.7%	-5.8%	COc1ccc(OC)c(C2=NOC(C(=O)NCc3ccccn3)C2)c1 (stereo unspecified)
-1.9%	-3.7%	2.9%	?	-28.3%	-16.0%	-9.6%	3.2%	O=C(CSc1nnc2ccccn12)NCc1cccs1
-1.0%	0.7%	9.7%	-2.2%	2.6%	-3.8%	11.7%	1.0%	CS(=O)(=O)N(CC(O)CON=C1c2ccccc2-c2ccccc21)c1ccc(F)cc1 (stereo unspecified)
0.7%	3.3%	27.4%	-6.3%	1.4%	3.5%	-27.0%	?	CCOC(=O)c1c(NC(=O)COC)sc(C)c1C
/	?	-7.4%	/	3.5%	/	2.3%	-5.6%	O=C(c1ccc([N+](=O)[O-])cc1)N1CCN(c2cccc3[nH]ccc23)CC1
-3.3%	?	4.9%	3.4%	-5.9%	?	3.0%	-17.4%	COc1cc(/C=N/NC(=O)c2ccoc2C)ccc1O
-1.0%[15.4 µM]	5.4%	-1.3%	-2.4%	11.9%	-17.5%	-4.3%	-6.7%	O=c1c2[nH]c3ccccc3c2ncn1CCN1CCOCC1
-10.9%	-3.4%	-1.0%	11.2µM*	10.1%	-7.2%	-7.1%	-7.5%	CCN(CC)S(=O)(=O)c1ccc(OC)c(NC(=S)Nc2cccc(C)c2)c1
-2.4%	1.2%	1.4%	?	-0.6%	13.2%	-11.6%	-2.0%	CCCN=C(N)/C(C(=O)OCC)=C(\O)c1ccc(OC)cc1
-4.6%	?	4.1%	-3.1%	-12.2%	/	7.3%	-4.6%	CC(C)CNC(=S)N1CCN(c2nc3ccccc3s2)CC1

# Whole records from above. Order of values: GAA inh | GAA glycogen | aGal spleen mod | ALDH1A1 block | GoLoco inh red | SMN2 splice up | aGlu spleen mod | KDM4E inh
# `CCN(CC)S(=O)(=O)c1ccc(OC)c(NC(=S)Nc2cccc(C)c2)c1` across the screens: -10.9% | -3.4% | -1.0% | 11.2µM* | 10.1% | -7.2% | -7.1% | -7.5%
# `C=CCn1c(SCc2cccc3ccccc23)nnc1-c1cccnc1` across the screens: 5.3% | 8.5% | 4.4% | -16.1% | 11.5% | -0.1% | 2.1% | 3.9%

# Bioassay records from PubChem BioAssay.
